DT40 TDP1 no CPT: qHTS for Inhibitors of human tyrosyl-DNA phosphodiesterase 1 (TDP1): qHTS in cells in absence of CPT | DT40 Tdp1-/- hTDP1 cells, no CPT, ATP luminescence, 48 h | Potency, µM (doses to about 46.2 µM), without a hit: at the top dose activity change, negative = growth inhibition, most hits filed as inhibitors | 420,000 compounds, 15% hits | AID 686978, 2013; note: nearly all actives have a fitted effect of over 55% in size
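A cellular qHTS used chicken DT40 cells lacking endogenous Tdp1 but carrying stably transfected human TDP1. Compounds were applied without camptothecin, and cell growth kinetics were judged by ATP-dependent luminescence after ≥48 hr.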
DT40 TDP1 CPT: qHTS for Inhibitors of human tyrosyl-DNA phosphodiesterase 1 (TDP1): qHTS in cells in presence of CPT; chicken DT40 Tdp1-/-;hTDP1 cells + 20 nM CPT, ATP luminescence, 48 h; Potency, µM (top dose mostly 46.2 µM), for the others: at the top dose activity change, negative = growth inhibition, most hits filed as inhibitors; 420,000 compounds, 12% hits; note: nearly all actives have a fitted effect of over 55% in size
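Chicken DT40 Tdp1-/- cells stably complemented with human TDP1 were seeded at 400 cells/well in medium containing 20 nM camptothecin, exposed to pin-transferred compounds, and grown at 37 °C for at least 48 hr. Viability was read as ATP luminescence.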
KAT2A inh: qHTS Assay for Inhibitors of GCN5L2 | Histone acetyltransferase KAT2A (Homo sapiens), Q92830 | GCN5L2 HAT assay, ThioGlo1 CoA-SH fluorescence | Potency, µM (titrated, usually from 58.9 µM), without a hit: at the top dose activity change, negative = inhibition, hits mostly inhibitors | 390,000 compounds, 0.21% hits | AID 504327, 2011
Target sequence (Q92830 whole entry, looked up): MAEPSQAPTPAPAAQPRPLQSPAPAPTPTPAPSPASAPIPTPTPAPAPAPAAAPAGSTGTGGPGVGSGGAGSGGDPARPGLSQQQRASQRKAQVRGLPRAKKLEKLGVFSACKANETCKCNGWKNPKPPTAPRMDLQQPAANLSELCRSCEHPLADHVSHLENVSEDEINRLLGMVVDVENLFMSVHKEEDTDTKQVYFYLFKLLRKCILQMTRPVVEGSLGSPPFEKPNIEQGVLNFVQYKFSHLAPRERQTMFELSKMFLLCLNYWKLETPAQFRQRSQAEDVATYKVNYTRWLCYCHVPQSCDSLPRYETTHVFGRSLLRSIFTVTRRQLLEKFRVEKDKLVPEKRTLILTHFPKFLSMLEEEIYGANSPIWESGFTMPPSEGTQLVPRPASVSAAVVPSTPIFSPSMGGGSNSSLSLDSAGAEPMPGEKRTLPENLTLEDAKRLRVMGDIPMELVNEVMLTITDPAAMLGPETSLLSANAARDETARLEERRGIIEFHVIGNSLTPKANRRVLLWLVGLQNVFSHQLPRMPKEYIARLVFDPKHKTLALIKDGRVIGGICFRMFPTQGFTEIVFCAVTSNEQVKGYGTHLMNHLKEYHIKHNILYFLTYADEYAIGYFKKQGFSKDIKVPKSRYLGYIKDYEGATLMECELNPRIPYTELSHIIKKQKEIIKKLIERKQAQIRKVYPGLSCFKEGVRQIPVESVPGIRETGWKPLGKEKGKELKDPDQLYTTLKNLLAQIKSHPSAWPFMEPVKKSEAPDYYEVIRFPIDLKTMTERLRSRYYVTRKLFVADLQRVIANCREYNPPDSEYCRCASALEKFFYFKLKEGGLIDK
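GCN5L2 (20nM final) in 50mM HEPES, 0.1mM EDTA pH 7.5, 0.01% Tween-20 was preincubated 15 min at room temperature with compound, then given ThioGlo1 (50uM), H3(1-25) peptide (75uM) and acetyl-CoA (70uM); CoA-thiol fluorescence (Ex340/Em540) was read at 0 and 20 min.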
An asterisk follows results filed as active; ? = inconclusive; . = no result given; [ ] = another dose, or the depositor's remark. Calls come from the whole dose curve; as a rule, active = well fitted curve in the direction sought with a large enough effect; inconclusive = small, poorly fitted or top-dose-only effect, or another doubt; inactive = no such curve, though single readings can be large; an effect the other way counts as inactive or inconclusive. % is set by controls: 0 for no effect and ±100 for the full control effect; potency is the fitted concentration of half-maximal effect.

SMILES	DT40 TDP1 no CPT	DT40 TDP1 CPT	KAT2A inh
CC(C)CNC(=O)c1ccccc1-c1ccccc1C(=O)O	-15.6%	17.1%	-1.7%
O=C1C=C(c2ccc3ccccc3c2)C[C@@H](c2ccc(Cl)cc2)C1	?	?	-26.4%
O=C(NCc1cccs1)C1CCN(S(=O)(=O)c2ccc(Cl)cc2)CC1	-22.1%	1.6%	1.8%
O=C1CC(c2ccccc2Cl)CC(O)=C1C=Nc1ccccc1 (centres undefined)	?	?	-2.3%
FC(F)(F)c1cccc(N/N=C/c2ccccc2)c1	?	-29.8%	-6.3%
CCOc1cc(/C=N/NC(N)=S)cc(Br)c1OCc1ccccc1C	16.4µM*	5.8µM*	0.4%
COc1cc2c(cc1OC)CN(C(=O)/C=C/c1cccc([N+](=O)[O-])c1)CC2	?	-38.3%	-0.5%
CNc1oc(-c2ccc(Cl)cc2)nc1C#N	-24.2%	-15.1%	0.3%
CC1(C(=O)Nc2ccccc2Br)CCN1C(=O)Cc1ccccc1Cl (centres undefined)	-21.1%	-22.8%	.
Cc1ccccc1C(=O)NC(NC(=O)c1ccccc1C)c1cccc([N+](=O)[O-])c1	?	-15.1%	1.6%
CC1=C(C(=O)NCc2cccc(Cl)c2)C2(CCCCCC2)OC1=O	1.84µM*	?	-14.0%
Cc1ccccc1S(=O)(=O)Cc1ccc(C(=O)NC2CCCCC2C)o1 (centres undefined)	?	?	-0.8%
COCCNC(=S)Nc1cccc2cnccc12	3.6%	-24.0%	-1.7%
CCCc1nnc(SCC(=O)N2CCCC2)n1Cc1ccco1	7.2%	-3.1%	-0.6%
COc1ccc(-c2cc(C(=O)NCc3cccc(Cl)c3)[nH]n2)c(C)c1	?	?	.
CNC(=S)N(CCc1c(C)[nH]c2ccccc12)Cc1cccnc1	?	-25.9%	7.6%
COc1ccc(S(=O)(=O)NC(=O)C2(C)CCN2C(=O)Cc2cc(F)ccc2F)cc1 (centres undefined)	-8.3%	-5.3%	.
Cc1ccc(C)c(-c2cc(C(=O)NCc3cccs3)c3ccccc3n2)c1	?	?	-6.1%
CN(C)CC(C)(C)CNC(C(=O)Nc1ccc(Cl)cc1C(F)(F)F)c1ccccc1 (centres undefined)	-12.1%	-16.5%	2.6%
Cc1ccc(-n2c(=O)c3cccnc3n2CC(=O)NCc2ccc(Cl)cc2)cc1	-10.5%	-5.1%	-6.1%

Three consecutive compounds out of the list so far, for reference:
SMILES	DT40 TDP1 no CPT	DT40 TDP1 CPT	KAT2A inh
Cc1ccc(C)c(-c2cc(C(=O)NCc3cccs3)c3ccccc3n2)c1	?	?	-6.1%
CN(C)CC(C)(C)CNC(C(=O)Nc1ccc(Cl)cc1C(F)(F)F)c1ccccc1 (centres undefined)	-12.1%	-16.5%	2.6%
Cc1ccc(-n2c(=O)c3cccnc3n2CC(=O)NCc2ccc(Cl)cc2)cc1	-10.5%	-5.1%	-6.1%

Reformatted: entries from further up
| mol | DT40 TDP1 no CPT | DT40 TDP1 CPT | KAT2A inh |
| --- | --- | --- | --- |
| COCCNC(=S)Nc1cccc2cnccc12 | 3.6% | -24.0% | -1.7% |
| CCCc1nnc(SCC(=O)N2CCCC2)n1Cc1ccco1 | 7.2% | -3.1% | -0.6% |
| COc1ccc(-c2cc(C(=O)NCc3cccc(Cl)c3)[nH]n2)c(C)c1 | ? | ? | . |

Next part
SMILES	DT40 TDP1 no CPT	DT40 TDP1 CPT	KAT2A inh
CC(C)CCC1CC(CSC(=N)N)OC1=O (centres undefined)	23.1µM*	?	.
Cc1ccc(Cl)cc1NC(=O)CSCc1cnn(-c2ccccc2)c1-n1cccc1	16.4µM*	16.4µM*	-10.8%
OCC1(CO)COC(c2ccccc2)=N1	13.7%	3.1%	-16.8%
O=C1NC[C@H](CCCCN2CCN(CC3CCCCC3)C(=O)C2=O)N(CC2CCCCC2)C1=O	-2.9%	7.1%	.
CCCNc1nc2c(c(=O)[nH]c(=O)n2C)n1CCCc1ccccc1	-0.5%	-11.2%	-2.2%
CC(CS(=O)(=O)c1ccc2c(c1)NC(=O)CS2)C(=O)N1CCN(c2cccc(Cl)c2)CC1 (centres undefined)	?	18.4µM*	-9.2%
COc1cc(CC(=O)OCC(=O)N(C)C2CCCCC2)cc(OC)c1OC	20.6µM*	?	1.1%
CCc1nn2c(=O)cc(COC(=O)c3cccs3)nc2s1	-1.7%	-15.8%	-5.5%
CC1=CC(c2ccccc2)n2ncnc2N1 (centres undefined)	1.5%	4.6%	.
COc1ccc(NC2CCCN(C(=O)c3oc(C)cc3C)C2)cc1OC (centres undefined)	-16.9%	-26.9%	0.4%
COCCCN1C(=O)C(=O)/C(=C(/O)c2ccc3c(c2)OCCO3)C1c1ccc(C(=O)OC)cc1 (centres undefined)	5.0%	11.3%	-0.9%
CC1CN(CCOc2ccc([N+](=O)[O-])cc2)CC(C)O1 (centres undefined)	-13.0%	-21.0%	-0.4%
C=CCN1C(=O)C(CC(=O)Nc2ccc(OC)cc2)SC1=Nc1ccc(S(N)(=O)=O)cc1 (centres undefined)	2.7%	24.2%	-7.3%
COc1cc(CNC(C)(C)CO)cc(Br)c1OCc1ccc(Cl)cc1	?	?	-3.7%
CCOC(=O)c1cnc2cc(-c3ccc(Cl)cc3)nn2c1-c1ccccc1	13µM*	?	-15.1%
O=C(NCCc1ccc(C(F)(F)F)cc1)C1CCC(=O)N(CCc2cccc(F)c2)C1 (centres undefined)	?	?	-28.7%
CCN(CC)S(=O)(=O)c1cccc(NC(=O)COc2ncnc3sccc23)c1	16.4µM*	?	-9.5%
CN1CC=C2C(C#N)=C(N)C(C#N)(C#N)C(c3cccc(Cl)c3Cl)C2C1 (centres undefined)	?	23.1µM*	-1.1%
O=C1CCCN1CCCNCC(O)c1ccccc1 (centres undefined)	0.2%	-19.8%	-8.0%
O=C(NCc1ccccc1)C1=C[C@H](c2ccc3c(c2)OCO3)C[C@H](OCCCCO)O1	?	?	-4.5%
O=C(NC1CCCc2ccccc21)C1CCCO1 (centres undefined)	-9.9%	-3.5%	1.5%
CCOC(=O)Cn1nc(-c2ccccc2)c(-c2ccccc2)nc1=O	-8.2%	-1.4%	-29.4%
Cc1ccc(OCc2nn3c(-c4ccco4)nnc3s2)cc1	-26.1%	-26.8%	-1.5%
COc1ccc(C(=O)NC(C(=O)NCc2ccccn2)C(C)C)cc1 (centres undefined)	-6.9%	1.8%	-0.3%
CC1=C(c2ccc(F)cc2)S(=O)(=O)NC1=NCc1ccccc1F	?	?	-4.5%
CCCCCCSc1nc(O)c(C2OC(=O)c3c2ccc(OC)c3OC)c(=O)n1-c1ccccc1 (centres undefined)	-0.6%	-18.9%	-9.4%
O=C(C[N+]12CCCc3cccc(c31)CCC2)c1ccccc1	10µM*	?	.
O=C(COc1ccc(Cl)cc1)N(Cc1ccccc1)c1ccccn1	-15.9%	-7.0%	16.5%
O=C(OCc1ccccc1)N1CCC2CC1c1cc(N3CCN(S(=O)(=O)c4cccc5ccccc45)CC3)ccc12 (centres undefined)	?	-21.8%	.
COc1ccc(CNC(=O)c2ccccc2C(=O)O)cc1	-16.7%	-4.4%	-2.9%
Cc1ccc(C(CC(=O)O)NC(=O)CN2C(=O)c3ccccc3C2=O)cc1 (centres undefined)	3.4%	-1.1%	4.3%
O=C(CCC(=O)Nc1cccc([N+](=O)[O-])c1)NCc1ccccc1	-3.2%	4.9%	-3.7%
COc1cccc2cc(C(=O)Nc3ccccc3C)/c(=N/O)oc12	16.4µM*	16.4µM*	3.6%
CCN1C(=O)C(CC(=O)Nc2ccc(F)cc2)N(CCCN2CCN(c3ccc(F)cc3)CC2)C1=S (centres undefined)	14.6µM*	14.6µM*	-10.3%
Cc1ccc2c(c1)N(CC(=O)NC1CCCCC1)C(=O)c1cccnc1O2	-21.2%	4.6%	6.6%
O=C(N[C@@H]1C/C=C\C[C@H](CC(=O)N(CCO)Cc2ccccc2)C(=O)N[C@@H](Cc2ccccc2)COC1=O)OCC1c2ccccc2-c2ccccc21	16.4µM*	16.4µM*	-3.4%
OCC1(Cc2ccc(Cl)cc2)CCN(Cc2ccccc2F)CC1	?	?	-2.9%
O=C(COc1ccc2ccccc2c1)NNC(=O)Nc1ccccc1F	-10.8%	-8.1%	-7.8%
Cc1nnc(SCC(=O)Nc2c(C)n(C)n(-c3ccccc3)c2=O)n1Cc1ccccc1	2.1%	0.3%	-7.7%
Cn1c(=NC(=O)COc2ccccc2)sc2cc(F)cc(F)c21	-1.4%	-0.9%	-8.9%
Cc1cnc(C(=O)OCC(=O)N(Cc2ccccc2)C(C)C)cn1	-10.9%	24.8%	-3.4%
c1ccc2c(c1)[nH]c1ccncc12	-26.2%	-28.8%	0.6%
Cc1ccc(N2CC(C(=O)Nc3ccccn3)CC2=O)cc1 (centres undefined)	-9.2%	-6.0%	-6.8%
COc1ccc(NC(=O)c2cc(C3CC3)nc3c2cnn3C(C)C)cc1OC	?	?	-1.9%
COc1ccc(CCN2CC(C(=O)N(C)Cc3c(C)n[nH]c3C)CCC2=O)cc1 (centres undefined)	24.3%	-8.4%	-10.5%
COCCN=C1Sc2nc3c(C)cccc3cc2CN1Cc1ccco1	?	?	20.6%
CCOc1ccc(CN2CCCC(N3CCN(c4ccc(OC)cc4)CC3)C2)cc1 (centres undefined)	?	-21.5%	-9.1%
Cc1cc(-c2ccco2)n(CC(=O)NCc2ccco2)n1	-6.8%	-15.8%	-4.5%
CCCCSc1ncnc2c1ncn2C1CCCCO1 (centres undefined)	?	-22.3%	.
O=C(Nc1cccc(Cl)c1)c1csc(-c2ccccc2)n1	-28.9%	-23.1%	-22.1%
Cn1c(SCc2ccccc2)nnc1C1CCCN(Cc2cccc3ncccc23)C1 (centres undefined)	-27.5%	?	.
CCC(C)NC(=O)C1CN(S(=O)(=O)c2ccccc2)CCN1S(=O)(=O)c1ccccc1 (centres undefined)	-14.5%	-2.9%	-2.5%
C=CCN1C(=O)C2(OCCCO2)c2c(C)ccc(C)c21	-3.8%	-11.4%	-0.2%
COc1c(C)cccc1C(=O)Nc1ccc(N2CCN(C(=O)c3ccccc3C)CC2)cc1	14.6µM*	16.4µM*	-12.1%
COc1cc(OC)cc(-c2c(-c3cccs3)c3cc(-c4ccc5c(c4)OCO5)ccc3n2C)c1	?	?	-10.0%
CCOc1ccc(/C=N/NC(=O)CN2CCCCC2)cc1OCC	12.4%	-4.3%	-9.5%
CC1=C(C(=O)Nc2cccc(F)c2)C2(CCCCC2)OC1=O	?	?	-3.2%
COc1ccc(NC(=O)/C(=C\c2ccco2)NC(=O)c2ccco2)cc1	6.5%	3.3%	-7.9%
CCCN(CCC)CCCNC(=O)C1c2cc(OC)c(OC)cc2C(=O)N(C)C1c1cccnc1 (centres undefined)	1.1%	0.2%	-3.3%
COc1ccc(-c2nc3ccncc3[nH]2)cc1OC	?	?	-0.6%

Further compounds:
SMILES	DT40 TDP1 no CPT	DT40 TDP1 CPT	KAT2A inh
O=C(O)C(Oc1ccc2cc(-c3ccc(Cl)cc3)c(=O)oc2c1)c1ccccc1 (centres undefined)	-0.3%	-6.6%	-2.1%
NS(=O)(=O)c1ccc(CCNC(=O)CSc2cccs2)cc1	-19.9%	-13.9%	12.1%
COc1ccc(C(=O)NN(C)c2nc(-c3ccccc3)cc(C)c2S(C)(=O)=O)cc1	18.4µM*	16.4µM*	-0.8%
Cc1ccccc1-c1n[nH]c(=S)n1/N=C/c1c(C)nn(-c2ccccc2)c1C	-1.0%	-1.5%	2.6%
CN(C)c1ccc(-c2[nH][nH]c(=O)c2NC(=O)c2ccccn2)cc1	?	?	.
S=c1[nH]nc(-c2ccc3ncccc3c2)n1-c1ccc2c(c1)OCCO2	?	0.4%	-1.8%
COc1ccc(Nc2nc(-c3ccccc3)c3cc(Br)ccc3n2)cc1	?	?	-9.4%
CC1Nc2ncnc(N3CCN(c4ccccn4)CC3)c2N(Cc2ccccc2)C1=O (centres undefined)	?	?	11.4%
CC(Sc1nnc(C(C)N(C)C)n1-c1ccc(Cl)cc1)C(=O)Nc1ccc2c(c1)OCO2 (centres undefined)	-25.4%	-7.6%	-3.2%
COC1CC(=O)C2OC(c3ccccc3)OCC2O1 (centres undefined)	4.5%	-0.2%	.
C[C@H](O)c1[nH]c2cc(F)ccc2c1[C@H](C)O	-26.2%	-25.5%	-1.1%
Cc1ccc(S(=O)(=O)CCc2nc3ccccc3s2)cc1	?	30.8%[activator]	2.9%
Cc1ccc(CNc2nc3c(c(=O)n(C)c(=O)n3C)n2Cc2ccc(Cl)cc2)cc1	?	0.6%	-15.6%
COc1ccc(CN2C(=O)CN=C2Nc2ccc(C)cc2C)cc1	5.6%	1.0%	-3.1%
CCOC(=O)Nc1nnc(-c2cccc(OC)c2)s1	-24.1%	-25.5%	1.9%

An excerpt (hit frequency here may not be typical).
